Assay outcomes as filed in PubChem.
NOD1 inhibition: NOD1 signaling inhibitors, primary screen, cell-based, luminescence, uHTS (AID 1578); NOD1-driven NF-kB luciferase reporter cells, luminescence; higher % means a stronger effect; inhibition, % at 4 µM; hits with a dose series show EC50 in µM; 1% of 290,000 active; in the data active = inhibition mostly above about 36%, no sharp cut-off; inactive = mostly below about 34%;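 also: HEK-293T reporter cells stimulated with the NOD1 agonist gamma-tri-DAP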
NOD2 inhibition: NOD2 signaling inhibitors, cell-based, luminescence, uHTS, HEK293 (AID 1566); HEK293 NOD2/NF-kB luciferase reporter, luminescence; higher % means a stronger effect; one-dose inhibition, % at 4 µM; EC50 in µM for titrated hits; 0.63% of 290,000 active; in the data active = inhibition above about 50%; also: many of its hits are not listed in these tables
bCat nuc transl: modulators of beta-catenin nuclear translocation. AID 1665. nuclear translocation activity, % at 5 µM. HeLa beta-catenin nuclear translocation, immunofluorescence imaging. 0.3% of 190,000 active;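 active = nuclear translocation activity above 50% at 5 µM, with a well cell count of 50 or more; inconclusive = wells under 50 cells across six images, flagged as toxic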;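 also: per-cell ratio of nuclear to cytoplasmic median beta-catenin stain intensity; plate controls were DMSO negative control for no effect and GSK-3 inhibitor IX positive control for full effect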
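Test system: HeLa cells, endogenous beta-catenin; Compound: single 5 µM dose plus 0.02–20 µM confirmation series; Times: compound exposure 24 h at 37°C; Signal: fluorescence imaging of beta-catenin antibody stain plus DAPI; Read-out: % activation, nuclear-to-cytoplasmic median beta-catenin signal ratio per cell.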
Insulin prom up: MIN6 insulin promoter up-regulation; z-score at 5 µM; 0.3% of 190,000 active; MIN6 insulin promoter-GFP reporter, high-content imaging; stronger effect = higher value;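 active = z-score above 3 at 5 µM with at least 500 cells counted in the well; inconclusive = wells under 500 cells, flagged as cytotoxic or low count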
Yfh1-off respiration: enhancers of respiration in Yfh1-depleted yeast, dose response, Friedreich's ataxia, plus single-dose screen (AID 1465) | S. cerevisiae Yfh1-off respiration, WST-1 reduction, 72 h; higher fold induction means a stronger effect | fold induction at 50 µM, or EC50 in µM where a hit was titrated | 0.074% of 220,000 active;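 active = fold induction of absorbance versus untreated yeast above a set limit, then at least 30% activation at any dose in follow-up; inconclusive = repeats straddling the limit, or above it without dose testing; inactive = fold induction below the set limit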;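 also: activators that raise dye reduction in frataxin-depleted yeast; strong numbers were not always called active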
M17LAP inhibition: P. falciparum M17LAP inhibitors, primary screen, biochemical, fluorogenic H-Leu-NHMec substrate, 1536-well (AID 1619). recombinant M17LAP, H-Leu-NHMec fluorogenic kinetic assay; higher % means a stronger effect. inhibition, % at 30 µM; hits with a dose series show IC50 in µM. 0.38% of 220,000 active;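 active = compound inhibiting the enzyme by more than half at any dose during confirmatory dose-response retesting; inconclusive = strong single-dose inhibitors picked by rank but not retested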;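 also: plate controls were full reaction with DMSO carrier for no effect and no enzyme background for full effect; strong numbers were not always called active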
MT stabilize HCS: microtubule stabilization, imaging screen. 0.83% of 200,000 active. % tubulin-high responders, % at 10 µM. HeLa tubulin immunostaining HCS, 24 h; share of cells brighter than vehicle mean+2SD;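 active = plate Z-score above 3 for both tubulin-high and condensed-nucleus cell shares, with cell loss under 80%, at 10 µM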;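 also: anti alpha tubulin signal scored within the nucleus-defined area of each cell; some results filed as inactive read as strong as hits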
Dynein cargo inh: blocks dynein driven cargo transport along microtubules; 3617.4 mouse cells, GR-EGFP nuclear translocation imaging; test concentration mostly 20 µM; stimulated with dexamethasone, 1 µM; stronger effect = lower value; 0.47% of 220,000 active; AID 1381; z-score, hits read low;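 active = plate z-score of nuclear minus cytoplasmic receptor signal below a set negative limit, without overly bright fluorescence or cell loss, cut at about -3.5 in these data, passing the limit was not always enough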;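 also: z-score of nuclear minus cytoplasmic ring GR-EGFP intensity difference per well; some compounds called inactive have numbers as strong as hits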
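Buffer or medium – tet-free medium with charcoal-stripped serum · Signal – automated 10x imaging of fixed Hoechst-stained cells · Also added – dexamethasone agonist, 1.0 µM final, for 30 min · Incubation – induction 48 h, compound 1 h, agonist 30 min · Read-out – GR-EGFP nuclear translocation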
Autophagy HCS: modulators of autophagy. 0.98% of 190,000 active. AID 463193. calls only at 10 µM (by protocol). MEF GFP-LC3 puncta imaging; test concentration mostly 10 µM;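 active = percentage of spot-positive cells more than 3 SD above its plate mean, without a fluorescence outlier flag or 80% toxicity; inconclusive = no clear call, values can overlap the other calls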;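 also: spot-positive cell cutoff set from DMSO-treated cells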
Dynein cargo inh cytoplasmic EGFP: second read-out of Dynein cargo inh, no call of its own (marks repeat the call); z-score; measured here: cytoplasmic GR-EGFP intensity; stronger effect = higher value
Dynein cargo inh nuclear GR-EGFP: second read-out of Dynein cargo inh, no call of its own (marks repeat the call); z-score; measured here: nuclear GR-EGFP intensity;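 lower value marks the stronger effect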
Dynein cargo inh cell count: also measured in Dynein cargo inh; calls as there; z-score; measured here: cell count per field
Insulin prom up cell count: also measured in Insulin prom up; calls as there; cell count; measured here: cytotoxicity, nuclei count;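 total cells summed across four imaged fields per well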
bCat nuc transl cell count 5 µM: recorded beside bCat nuc transl, whose call it bears; cell count; measured here: cell count, cytotoxicity flag
MT stabilize HCS Hoechst-high %: second read-out of MT stabilize HCS, no call of its own (marks repeat the call); % Hoechst-high responders; measured here: nuclear condensation Hoechst responders;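 share of cells brighter than vehicle mean plus two SD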
MT stabilize HCS cytotoxicity %: also measured in MT stabilize HCS; calls as there; toxicity, %; measured here: cytotoxicity by cell density;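 0% = mean cell density of plate MIN control wells and 100% = no cells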
Autophagy HCS cell loss 18 h: further read-out of Autophagy HCS, marked with its call; toxicity, %; measured here: cell loss, nuclei count;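 cell loss after 18 h compound exposure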
An asterisk follows results filed as active; i = inactive; ? = inconclusive; . = not tested or not shown.

SMILES	NOD1 inhibition	NOD2 inhibition	bCat nuc transl	bCat nuc transl cell count 5 µM	Insulin prom up	Insulin prom up cell count	Yfh1-off respiration	M17LAP inhibition	MT stabilize HCS	MT stabilize HCS Hoechst-high %	MT stabilize HCS cytotoxicity %	Dynein cargo inh	Dynein cargo inh cytoplasmic EGFP	Dynein cargo inh nuclear GR-EGFP	Dynein cargo inh cell count	Autophagy HCS	Autophagy HCS cell loss 18 h
O=C(O)/C=C/c1cn(-c2ccccc2)nc1-c1cc2ccccc2o1	-12%	18%	-1.3	1165	-0.5	1303	i	-8%	.	.	.	0.48	-0.12	0.12	-0.37	.	.
O=C(CN1CCN(CCN2C(=O)c3cccc4cccc(c34)C2=O)CC1)c1ccc(Cl)cc1	-10%	13%	-1.6	1093	0.23	1466	i	13%	2.0	2.0	3.9	-0.69	-0.15	-0.23	0.22	i	-2
N#C/C(=C\c1ccccc1)C(=O)Nc1cc(S(=O)(=O)N2CCOCC2)ccc1N1CCCC1	-8%	10%	-0.4	1106	-0.29	1554	i	-14%	4.2	2.3	5.4	0.2	-0.2	0.018	-0.2	i	8
CCn1c(NC(=O)c2cccs2)c(-c2cccs2)c(=O)c2ccccc21	4%	6%	-3.0	1047	0.63	1402	i	15%	2.8	1.6	7.1	3.9	-0.18	1.7	-1.6	i	4
CCNC(=S)NNC(=O)CCn1c2ccccc2c2ccccc21	-4%	16%	2.3	1397	-0.34	1530	i	-3%	1.5	2.0	12	-0.14	-0.2	0.43	0.46	i	-43
CC[C@H](C)[C@@H](C(=O)N1CCNCC1)n1cc([C@@H](N)CC(C)C)nn1	-15%	22%	-2.8	1188	1.3	1367	i	-3%	3.0	1.4	8.7	-0.27	-0.26	0.12	0.085	i	-1
O=S(=O)(c1ccc(NC(=S)NCCc2ccccc2)cc1)N1CCOCC1	-20%	8%	-2.9	573	?	.	i	-4%	5.4	1.5	2.1	0.57	-0.25	0.39	0.12	i	16
Cc1sc2c(c1C)C(=O)/C(=C\Nc1ccncc1)S(=O)(=O)N2C	26%	-6%	-1.4	1319	0.34	1403	i	12%	.	.	.	0.037	-0.24	-0.087	0.039	.	.
Cc1cc(C)nc(N/N=C/c2c[nH]c3ccccc23)n1	.	.	4.1	1062	-0.04	1180	i	16%	3.7	6.4	3.3	-0.47	-0.17	-0.35	-0.036	i	-2
N#CCC(=O)Nc1ccc(C(=O)NCC(c2ccco2)N2CCCCC2)cc1 (stereo not given)	-24%	2%	-0.5	1102	0.21	1320	i	-1%	1.7	2.5	6.4	-0.27	-0.27	0.66	0.25	i	-3
COc1ccc(C(=O)N/N=C/c2ccc(SC)cc2)cc1	7%	8%	.	.	-0.26	1217	i	4%	1.9	2.1	1.9	-0.58	-0.21	-0.67	0.64	i	6
COc1cc(O)c2c(=O)cc(-c3ccccc3)oc2c1	-4%	-25%	-2.5	1172	-0.1	1458	i	0%	5.4	0.9	6.7	-0.027	-0.24	0.13	0.57	i	-5
COC(=O)N/N=C/c1cc(C)n(-c2ccccc2)c1C	-39%	-31%	-3.3	1123	.	.	i	4%	6.4	1.7	1.9	-0.59	-0.26	-0.45	0.99	i	18
Cc1nc(C)n(CC(O)COc2ccc3cc(Br)ccc3c2)n1 (stereo not given)	-26%	0%	-0.1	1113	0.63	1637	i	2%	4.0	2.1	65	-0.41	0.057	0.21	1.5	i	12
C=CCn1c(SCC(=O)c2ccc(CNC(C)=O)o2)nc2scc(C3CC3)c2c1=O	2%	9%	-4.6	1131	0.87	724	i	9%	3.8	0.8	3.1	-0.19	-0.061	-0.11	0.043	i	16
Cc1nccc(-c2cc(-c3ccc(Cl)cc3Cl)no2)n1	-10%	20%	0.5	1157	-0.77	1443	i	-8%	.	.	.	-0.79	-0.28	-0.57	0.68	.	.
Cc1ccc(NC(=O)CN2CCCCC2)c2c1CC(C)(C)O2	23%	-21%	0.2	1083	.	.	i	4%	3.1	1.6	4.3	1	-0.27	0.48	-0.3	i	-24
COc1cnc(-c2cccc(C(F)(F)F)c2)[nH]c1=O	-31%	10%	1.0	982	0.43	1498	i	4%	3.5	1.9	2.8	-0.78	-0.3	-0.31	0.71	i	8
CC(=O)Oc1ccc2cc(-c3nc4ccccc4n3C)c(=O)oc2c1	-57%	-50%	-6.2	1151	0.23	1149	i	-6%	4.3	3.3	9.1	0.69	0.019	0.24	-1.2	i	-19
NC(=O)CCC(NC(=S)Nc1ccccc1)C(=O)O (stereo not given)	-3%	-19%	0.0	1272	-0.17	1115	i	1%	.	.	.	1.2	-0.25	0.46	0.012	.	.
Cn1c(CC(=O)Nc2ccccc2C(F)(F)F)c(Sc2ccccc2)c2ccccc21	-33%	18%	-0.1	1181	-0.44	1141	i	11%	2.2	2.8	10	1.4	-0.14	0.88	-0.62	i	-7
O=Cc1ccc2noc(-c3ccc(Cl)cc3)c2c1	-13%	-26%	0.5	1061	0.06	810	i	2%	2.7	1.4	1.6	1.8	-0.088	1.4	-0.14	i	-4
Cc1csc(NC(=O)CCc2ccc(S(=O)(=O)N3CCOCC3)cc2)n1	15%	3%	0.2	989	2.3	799	i	6%	1.4	1.1	6.5	0.37	-0.17	0.59	-0.55	i	-6
CCCCSc1nc2c(c(=O)n1CC)SC(C)C2 (stereo not given)	-15%	12%	0.1	1041	1.5	1896	i	-4%	2.2	3.0	5.3	-0.85	-0.15	-0.34	0.16	i	13
Cc1nc2c(-c3ccc(F)cc3)c(C)nn2c(C)c1CCC(=O)N1CCC(Cc2ccccc2)CC1	23%	5%	0.1	1161	1.1	962	i	10%	3.3	2.4	7.2	1.2	-0.023	0.79	-1	i	6

An excerpt from above in order of the NOD1 inhibition value, high to low.
SMILES	NOD1 inhibition
Cc1sc2c(c1C)C(=O)/C(=C\Nc1ccncc1)S(=O)(=O)N2C	26%
COc1ccc(C(=O)N/N=C/c2ccc(SC)cc2)cc1	7%
O=C(CN1CCN(CCN2C(=O)c3cccc4cccc(c34)C2=O)CC1)c1ccc(Cl)cc1	-10%

Going on with the list.
SMILES	NOD1 inhibition	NOD2 inhibition	bCat nuc transl	bCat nuc transl cell count 5 µM	Insulin prom up	Insulin prom up cell count	Yfh1-off respiration	M17LAP inhibition	MT stabilize HCS	MT stabilize HCS Hoechst-high %	MT stabilize HCS cytotoxicity %	Dynein cargo inh	Dynein cargo inh cytoplasmic EGFP	Dynein cargo inh nuclear GR-EGFP	Dynein cargo inh cell count	Autophagy HCS	Autophagy HCS cell loss 18 h
Cc1ccc(C)n1CCN1CCN(C(=O)c2ccc(Cl)cc2)CC1	-6%	-2%	-0.1	1102	-0.13	1423	i	-2%	.	.	.	-0.079	-0.21	-0.018	-0.17	.	.
Cc1cccc(C(=O)N/N=C/C(C)Cc2ccc3c(c2)OCO3)c1 (stereo not given)	-16%	8%	1.2	1165	-0.24	1301	i	-5%	3.5	2.0	8.3	-0.49	0.038	-0.19	0.39	i	4
O=C(CCCc1ccccc1)Nc1cccnc1	-55%	-26%	-3.0	1279	.	.	i	4%	1.7	1.6	10	0.26	0.38	0.54	-0.25	i	9
CC(=O)Nc1ccc(C(=O)CSc2nnnn2C2CCCC2)cc1	-36%	13%	1.7	1061	-0.18	1371	i	11%	2.8	1.2	4.8	-0.31	-0.33	0.1	0.64	i	-2
COc1cccc(CNC(=O)C2CCCN(c3nn4c(=O)cc(C)nc4s3)C2)c1 (stereo not given)	-17%	3%	0.2	1198	0.84	1379	i	6%	1.0	2.3	11	0.17	-0.15	0.9	0.034	i	-2
CC(C)(Oc1ccc(Cl)cc1)C(=O)N/N=C/c1cn[nH]c1-c1ccccc1	10%	18%	-3.8	977	0.05	1001	i	5%	1.8	1.5	6.5	-0.88	0.3	-0.15	0.49	i	-5
C#CCOCCOCCOCCNc1nc(N2CCN(C(=O)[C@H](CCCCN)n3cc([C@@H](N)CC(C)C)nn3)CC2)nc(N2CCN(C(=O)[C@H](Cc3ccc(O)cc3)n3cc([C@@H](N)CC(C)C)nn3)CC2)n1	-18%	-4%	-1.3	1216	-0.66	1511	.	-3%	1.8	1.4	1.7	-0.0034	-0.21	0.28	0.2	i	-1
COc1cccc(NC(=S)N2CCN(C(c3ccccc3)c3ccccc3)CC2)c1	-22%	14%	0.0	504	-1.2	745	i	7%	3.6	2.0	4.5	0.61	-0.3	-0.084	-0.09	i	7
CSc1ccc(S(=O)(=O)Nc2ccc3c(c2)OCCO3)cc1	42%	17%	-4.2	1155	.	.	i	7%	2.7	3.4	13	0.1	-0.24	0.27	0.69	i	-10
Cc1cccc(CSc2ccc3nnc(-c4cccs4)n3n2)c1	-9%	10%	-0.4	1083	0.31	1462	i	6%	2.8	1.7	4.0	0.51	-0.26	0.037	0.15	i	10
COC(=O)c1cc(OC)c(OC)c(OC)c1N	-22%	8%	-2.7	1230	0.51	1278	.	3%	5.3	1.3	1.8	1.4	-0.046	1.7	-1.4	i	-9
CCCCn1ccc(=O)c2c(C(F)(F)F)nccc21	14%	17%	-1.7	1190	-0.43	1219	i	5%	1.7	1.5	3.5	-0.017	-0.21	0.26	0.42	i	-3

This is a subset, so the mix of outcomes need not match the whole.
